# Peg3 prom inh = inhibitors of Peg3 promoter; HeLa PEG-Prom luciferase reporter, luminescence, overnight; inhibition, % at 20 µM; hit rate 1.7% among 360,000; AID 588405;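 active means inhibition of at least 50% at 20 µM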
# KKLEB cytotox = counter-screen for CF NF-kB inhibitors: cytotoxicity; KKLEB CF airway cells viability, ATPlite luminescence, overnight; hits give low values; cells stimulated with P. aeruginosa culture filtrate; activity change (cytotoxicity), % at 5 µM; hit rate 0.36% among 360,000; AID 602141;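 active means corrected activity change at or below -50% at 5 µM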
# NR2E3 ag-1 = agonists of human nuclear receptor NR2E3. Q9Y5X4. AID 2300. inhibition of corepressor binding, % at 4.78 µM. hit rate 0.12% among 320,000. GST-NR2E3/biotin-RetCOR TR-FRET, 1536-well;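 active means percent inhibition above the cutoff of mean plus 3 SD of all tested compounds, set per screening campaign, cut at about 20% in these data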;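 further: 0% = DMSO wells and 100% = biotin wells as full block of FRET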
# Target sequence (Q9Y5X4 whole entry, looked up): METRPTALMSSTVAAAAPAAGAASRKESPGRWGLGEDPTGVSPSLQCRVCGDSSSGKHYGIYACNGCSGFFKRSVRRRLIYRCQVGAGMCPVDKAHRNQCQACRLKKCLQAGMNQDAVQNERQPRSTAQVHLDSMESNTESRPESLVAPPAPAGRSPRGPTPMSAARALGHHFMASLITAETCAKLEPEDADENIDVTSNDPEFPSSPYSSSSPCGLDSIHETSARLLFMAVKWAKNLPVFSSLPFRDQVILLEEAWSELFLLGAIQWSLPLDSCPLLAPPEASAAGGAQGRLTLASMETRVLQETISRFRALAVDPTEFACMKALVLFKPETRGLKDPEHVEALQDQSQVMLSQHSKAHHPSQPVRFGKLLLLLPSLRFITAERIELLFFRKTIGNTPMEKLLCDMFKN
#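 System: GST-tagged NR2E3 plus biotinylated RetCOR corepressor; Amount: 1.35 nM GST-tagged NR2E3 final; Dosing: single nominal compound dose of 4.8 µM; Schedule: 5 h incubation at 4 °C; Technique: TR-FRET with europium anti-GST and streptavidin-D2, 340 nm excitation; Controls: biotin wells as high control, 0.6% DMSO wells as low control.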
# NR2E3 ag-2 = agonists of human NR2E3 nuclear receptor | Q9Y5X4 | AID 602229 | CHO-S Gal4-NCOR/VP16-NR2E3 two-hybrid, luciferase | inhibition of corepressor binding, % at 3.98 µM | hit rate 0.35% among 360,000;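 active means inhibition above the mean of all tested compounds plus 3 SD, cut at about 70% in these data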;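 further: 0% = DMSO with NR2E3 transfected cells and 100% = cells lacking NR2E3 construct; higher means lower luciferase signal from less NR2E3 corepressor binding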
# hiPSC survival = hiPSC single-cell survival enhancement | survival enhancement, % at 20 µM | hit rate 0.044% among 360,000 | ATPlite luminescence; 100% = ROCK inhibitor wells, 0% = DMSO; in the data active means survival enhancement above about 18%;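 further: cells exposed to compounds for 16 hours before the ATP read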
# aDG glyco act = alpha-DG glycosylation activation | Pro5-aDG cells, alpha-DG glycosylation AlphaScreen (IIH6); 0% Pro5, 100% B10-LARGE cell signal | hit rate 0.22% among 360,000 | AID 624168 | activation, % at 10 µM;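 active means activation of at least 8% versus controls, or a plate z-score of at least 8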;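 further: Pro5 are CHO cells carrying HIG-tagged alpha-DG that lacks glycosylation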
# Shn3 inh set2 = Schnurri-3 reporter inhibition in Clone20 osteoblasts; Clone20 osteoblast Shn3 3'UTR firefly luciferase, 24 h; inhibition, % at 12.5 µM; hit rate 0.52% among 360,000; AID 588674;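 active means mean inhibition of at least 75% with every replicate also reaching 75%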;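 further: 0% = median of neutral control wells and 100% = pilot-screen positive control compound; some compounds past the cut are filed as inactive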
# HIF-2a inh = HIF-2a inhibition | 786-0 RCC cells HIF-2a reporter, luciferase luminescence, overnight | inhibition, % at 18.8 µM | hit rate 0.72% among 360,000;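 active means inhibition of the luminescence signal of 40% or more relative to plate controls, in a single-dose primary screen at 18.75 µM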
# TRPM1 prom inh = reduces MITF-dependent TRPM1 promoter luciferase signal. hit rate 0.83% among 330,000. inhibition, % at 12.5 µM. SK-MEL-5 TRPM1 promoter luciferase, 24 h. AID 488899;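 active means mean inhibition across replicates of 60% or more, whatever share of single replicates reaches that level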; further: values of inactives mirror those of a sister screen read the other way
# TWEAK-Fn14 inh = inhibitors of TWEAK-Fn14 interaction signaling | TWEAK-stimulated Fn14 reporter cells, luciferase luminescence, 8 h | inhibition, % at 10 µM | hit rate 2% among 360,000 | AID 1159606; in the data active means inhibition above about 50%
# CF NFkB inh = inhibitors of cystic fibrosis induced NF-kB. KKLEB NF-kB-GFP reporter, PAF-induced, GFP fluorescence overnight. inhibition, % at 5 µM. hit rate 0.86% among 360,000. AID 588850;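 active means at least 50% inhibition at 5 µM, scaled per plate between neutral and stimulator controls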;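 further: PAF is a Pseudomonas aeruginosa culture filtrate used as stimulus; plate controls were PAF-stimulated DMSO wells for no effect and unstimulated DMSO wells for full effect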
# * marks the source's active call; other numbers are inactive results; x = not tested or not shown.
entry	Compound	Peg3 prom inh	KKLEB cytotox	NR2E3 ag-1	NR2E3 ag-2	hiPSC survival	aDG glyco act	Shn3 inh set2	HIF-2a inh	TRPM1 prom inh	TWEAK-Fn14 inh	CF NFkB inh
1	CN1CCC(=NNC(=O)c2ccco2)CC1	0	-2	0	-49	-0.9	-0.2	9	1	-5	22	4
2	Cc1cccc(NC(=O)COC(=O)C2C3CC4OC(=O)C2C4C3)c1C (stereo not drawn)	0	-1	0	6	-0.3	0.0	-6	5	-9	-6	-1
3	Cn1c(C(=O)NCCOc2ccccc2Cl)cc(=O)n(C)c1=O	2	15	0	-2	-0.5	0.1	2	14	10	33	4
4	COc1ccc(N(C(=O)c2cccnc2)S(=O)(=O)c2ccc3c4c(cccc24)C(=O)N3C)cc1	27	-12	2	10	5.5	0.1	31	25	-3	64*	29
5	CCOc1ccc2nc(SC(CC)C(=O)Nc3cc(C)on3)sc2c1 (stereo not drawn)	1	1	3	8	12	0.0	16	6	-5	-5	4
6	COc1ccc(CN(CC2CCCO2)S(=O)(=O)c2ccc(C(=O)O)cc2)cc1OC (stereo not drawn)	0	2	2	-14	0.2	0.0	-21	19	-10	0	-6
7	O=C(Nc1ccccc1C(=O)N1CCOCC1)c1ccco1	5	7	-3	-13	2.5	-0.4	-3	8	8	-1	-1
8	Cc1cc(Br)ccc1NC(=O)CN1C(=O)C2C3CC(c4ccccc4)C(C3)C2C1=O (stereo not drawn)	56*	-7	2	-42	-2.2	0.0	11	-22	1	23	-19
9	CCOc1ncccc1C(=O)Nc1ccc(S(=O)(=O)NC2=NCCCCC2)cc1	13	-13	-3	-30	-0.3	0.0	11	14	-9	12	17
10	COc1ccc(CN2CCN(C3CCC3)CC2CCO)c(C)c1C (stereo not drawn)	-5	5	2	-21	-0.2	0.2	15	19	0	-12	-3
11	COc1ccc(N(CC(=O)NCCC2=CCCCC2)S(C)(=O)=O)cc1	-7	10	-1	-19	2.1	0.1	14	0	10	-9	-6
12	O=C(Cc1ccccc1)NCCc1cnc[nH]1	2	2	1	-17	0.8	0.1	0	-1	-8	-5	-16
13	CCOC(=O)C1CCN(C2=NC(=O)/C(=C/c3ccccc3OC)S2)CC1	-9	-1	0	-25	-0.6	0.2	-28	9	8	2	-2
14	Cc1cccc(C(=O)NCCCNC(=O)c2ccc(C)nc2)c1	0	-4	-1	6	0.1	0.0	7	10	1	4	1
15	CC(C)=C1SC(N2CCCCC2)=NC1=O	-24	-8	3	0	-2.6	0.0	-12	-20	-6	-2	15
16	C#CCOCCOCCOCCNc1nc(N2CCN(C(=O)[C@H](CCC(=O)O)n3cc([C@@H](N)CCCCN)nn3)CC2)nc(N2CCN(C(=O)[C@H](CCC(=O)O)n3cc([C@@H](N)CCCCN)nn3)CC2)n1	4	3	x	-13	0.7	0.1	-20	6	-6	-1	-5
17	Cc1ccc(NC(=O)NNC(=O)COc2ccc3ccccc3c2)cc1	4	9	3	-10	-0.5	-0.4	1	3	1	4	-24
18	Cc1ccc(C(=O)Cn2cnc3ccccc3c2=O)cc1C	-267	5	-1	-108	3.3	0.0	-49	-162	-68	6	17
19	COc1ccc(NC(=O)CS(=O)(=O)Cc2ccccc2)c([N+](=O)[O-])c1	-36	8	0	-15	-0.2	0.6	-7	-52	-12	-2	9
20	C=CCC1(CC=C)CC(Cc2cnccn2)N(C(=O)OC(C)(C)C)C1 (stereo not drawn)	10	4	x	17	0.9	0.1	3	5	x	5	3
21	O=C(CCN1CCOCC1)c1ccc(N2CCCCC2)cc1	-25	-16	1	-43	-2.5	1.4	-7	-57	-40	55*	20
22	O=C(NCCC1=CCCCC1)NC12CC3CC(CC(C3)C1)C2	-278	-23	1	-113	0.6	1.0	-51	-188	-83	48	11
23	COc1cc(CC(NC(C)=O)C(=O)NC2CCN(C(=O)Nc3ccc(C)cc3)CC2)cc(OC)c1 (stereo not drawn)	3	8	-1	-12	0.3	-0.1	-3	13	-10	40	31
24	Cc1cc(C)nc(SCCS(=O)Cc2ccc(Cl)cc2)n1 (stereo not drawn)	-3	-14	2	5	-0.6	-0.1	-1	28	0	4	-2
25	CCCN1CNC(=S)N(c2ccccc2OCC)C1	-1	-3	2	-26	0.4	-0.1	-20	13	-6	-1	13
26	Cc1sc(NC(=O)CSc2nnnn2C)c(C#N)c1C	0	6	0	-13	1.0	0.4	7	2	2	-5	-12
27	Cn1c(Cc2cccs2)n[nH]c1=S	-3	-5	0	-14	0.4	0.0	-15	-8	14	-10	8
28	CCN(CC)CCN(Cc1cc2cccc(C)c2[nH]c1=O)C(=S)Nc1ccccc1	17	6	0	2	-0.9	-0.2	20	23	3	1	-17
29	CS(=O)(=O)Nc1cccc(-c2cnc3ccccc3n2)c1	-261	-5	-2	-137	0.2	0.0	-68	-168	-89	-28	9
30	O=C(O)c1ccc(N2C(=O)Nc3ccccc3N2O)cc1	0	0	-3	-15	-0.6	-0.3	-8	0	-3	8	9
31	Cn1c(=O)c2c(-c3ccccc3)n(Cc3cccnc3)cc2n(C)c1=O	6	-17	1	-6	-1.2	-0.4	14	-2	-3	0	8
32	O=C(Nc1ccc2c(c1)CCC2)c1ccc(Cl)nc1	-240	1	-5	-124	-2.9	0.0	-56	-259	-20	-15	-13
33	COC(=O)CSc1ncc(S(=O)(=O)c2ccccc2)c(=O)[nH]1	-1	-5	4	2	0.0	0.0	-2	20	7	-10	-11
34	O=C(CSc1n[nH]c(-c2ccccc2)n1)N1CCCC1	-47	1	2	2	-0.6	-0.1	-23	-57	-3	-17	-1
35	Cc1cccc(CNC(=O)Nc2nnc([C@@H]3C[C@H](O)[C@@H](CO)O3)s2)c1	2	-12	x	9	-0.7	0.2	8	5	x	2	5
36	Cc1ccc(S(=O)(=O)N2CCOCC2)cc1C(=O)NCCCN1CCCC1=O	-5	13	x	-2	4.3	-0.1	-12	7	x	24	-43
37	O=C(O)c1ccc(N=C2c3ccccc3-c3ccccc32)cc1	-15	-5	x	-8	0.6	0.0	-20	-9	4	0	12
38	CC(OC(=O)c1cc(=O)[nH]c2ccccc12)C(=O)NCc1ccccc1 (stereo not drawn)	19	18	-2	-12	0.9	-0.4	-5	16	11	16	-20
39	O=c1[nH]cc(S(=O)(=O)N2CCCc3ccccc32)c(=O)[nH]1	5	-4	8	-7	-0.2	0.0	1	-2	7	1	8
40	COCCNC(=O)C1(C)CCN(C(=O)c2ccc3ccccc3n2)C1 (stereo not drawn)	5	1	x	-47	1.9	0.2	-4	8	x	16	-3
41	Cn1c(=O)oc2cc(S(=O)(=O)N3CCC(C(=O)Nc4ccc(OC(F)(F)F)cc4)CC3)ccc21	25	-15	1	-17	-0.6	0.1	36	18	6	-4	7
42	Cc1onc(-c2c(Cl)cccc2Cl)c1C(N)=O	9	-10	2	-14	-1.4	-0.2	14	4	11	7	1
43	O=C(CCC1CCCC1)Nc1ccc(C(=O)NCc2cccnc2)cc1	14	10	3	41	-2.9	5.2	50	14	-13	-23	-21
44	N#CC(Sc1ccccn1)c1ccc(Cl)cc1 (stereo not drawn)	-12	14	4	5	0.7	0.1	-1	-9	-1	1	-7
45	Cc1ccc(-n2c3c(cc(C(=O)NCC(=O)c4ccccc4)c2=O)C(=O)CCC3)cc1	17	5	0	3	0.5	-0.2	-10	4	2	93*	-10
46	CC(C)(C)c1ccccc1NC(=O)CN1C(=O)NC2(CCCC2)C1=O	-12	0	3	-8	0.8	-0.2	12	-10	-1	-15	-1
47	O=C1CCCN1CN(C(=O)c1ccccc1)c1ccccc1	4	5	0	-40	0.0	0.4	7	14	0	10	-3
48	CCCCCCSC1=C(C#N)C(c2ccc(O)cc2)CC(=O)N1 (stereo not drawn)	-6	5	-1	36	-0.7	0.4	1	-1	0	-1	13
49	CCC(CC)C(=O)N1CC(=O)Nc2ccc(F)cc2C1c1ccc(F)cc1 (stereo not drawn)	12	-14	1	1	-0.8	-0.1	-12	9	-4	-12	3
50	CCCN1CCN(CCCNC(=O)CCNC(=O)Cn2ccc3ccccc3c2=O)CC1	-16	2	1	-11	0.5	-0.2	-18	-5	4	0	1
51	CCOc1cc2[nH]c(=S)n(C3CCN(Cc4ccccc4)CC3)c(=O)c2cc1OCC	5	-3	2	-12	-0.9	0.9	-6	7	-1	-12	3
52	CCN(CC)S(=O)(=O)c1cc(NC(=O)CSc2n[nH]c(N)n2)ccc1C	9	13	4	10	-0.2	-0.4	-14	3	-1	15	-11
53	O=C(c1ccc(-n2cnnn2)cc1)N1CCOCC1	13	8	2	1	-1.5	-0.1	0	9	-10	-7	-3
54	Cc1nn(-c2ccccn2)c2c1C(=O)CC(C)(C)C2N=[N+]=[N-] (stereo not drawn)	24	22	x	-25	-0.7	0.1	-8	13	12	15	6
55	Cc1ccc2nc(C3CCCCC3)c(Cc3cccc(Cl)c3)n2c1	9	-38	x	-52	0.6	0.1	-4	-29	x	-21	36
56	C=CCNC(=O)c1c(CSc2ccc(Cl)cc2)noc1C(=O)NCc1ccccc1	15	-11	4	1	-1.6	0.1	5	18	-3	-9	-2
57	OCC#CCSc1nnc(-c2ccncc2)o1	16	16	0	1	0.4	0.2	-5	8	-3	-2	-1
58	NC(=O)CSc1nnc(COc2cccc3ccccc23)o1	14	-5	-5	12	0.0	-0.1	6	22	3	13	17
59	OCCN1CCN(CC(O)COCCOc2ccc(Br)cc2)CC1 (stereo not drawn)	-7	6	0	-35	-0.4	0.6	-27	2	-3	8	5
60	C/C(=N\NC(N)=O)c1c(F)cccc1F	18	0	-1	-15	0.3	-0.1	9	18	13	-4	5
61	COc1cccc(NC(=O)CCC2CCN(C(=O)C(OC)c3ccccc3)CC2)c1 (stereo not drawn)	-4	-4	x	6	-1.4	0.2	16	6	x	7	-1
62	Cc1cc(NC(=O)COC(=O)CNS(=O)(=O)c2ccc(C)c(C)c2)no1	3	-1	0	6	-0.6	0.7	5	13	18	-8	18
63	c1cc(SC2CCCCC2)cc(-c2nc3cnccn3c2NC2CCCCC2)c1	95*	-55*	x	17	-0.9	3.5	23	37	4	20	73*

# Part of the list above in order of SMILES length, ascending:
entry	Compound	Peg3 prom inh	KKLEB cytotox	NR2E3 ag-1	NR2E3 ag-2	hiPSC survival	aDG glyco act	Shn3 inh set2	HIF-2a inh	TRPM1 prom inh	TWEAK-Fn14 inh	CF NFkB inh
60	C/C(=N\NC(N)=O)c1c(F)cccc1F	18	0	-1	-15	0.3	-0.1	9	18	13	-4	5
58	NC(=O)CSc1nnc(COc2cccc3ccccc23)o1	14	-5	-5	12	0.0	-0.1	6	22	3	13	17
41	Cn1c(=O)oc2cc(S(=O)(=O)N3CCC(C(=O)Nc4ccc(OC(F)(F)F)cc4)CC3)ccc21	25	-15	1	-17	-0.6	0.1	36	18	6	-4	7

# Compound activity deposited in PubChem BioAssay by several laboratories.
